Screening data as filed in PubChem.
PDI turbidity = blocks human protein disulfide isomerase activity; PDI insulin aggregation turbidity, A650, 90 min; inhibition, % at 10 µM; P07237; AID 588391; actives 0.052% (n = 350,000);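 active = mean inhibition across replicates of 30% or more, whatever share of single replicates reach that level; inconclusive = mean inhibition below 30% while every single replicate reaches 30%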;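 note: absorbance from insulin aggregation driven by PDI reduction with DTT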
Exocytosis inh = blocks lytic granule exocytosis | TALL-104 LAMP-1 surface exposure, flow cytometry; cells stimulated with thapsigargin and PMA | inhibition, % at 10 µM | actives 0.66% (n = 360,000);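 active = inhibition above about 55%, limit read from the data; inconclusive = no clear call, values can overlap the other calls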
ABHD5 PLIN5 PPI = inhibitors of human ABHD5-perilipin-5 interaction; Split G. princeps luciferase complementation, luminescence, 4 h; inhibition, % at 4 µM; actives 0.78% (n = 360,000); AID 602281;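 active = inhibition above the mean inhibition across every tested compound plus 3 SD, cut at about 22% in these data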;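 note: 0% = DMSO only wells and the 100% control is not disclosed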
MC4R ag barr = agonists of human melanocortin 4 receptor (MC4R) beta-arrestin; P32245; U2OS MC4R beta-arrestin complementation, luminescence; percent of melanotan II response, DMSO zero; activation, % at 8.9 µM; actives 0.98% (n = 360,000);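 active = activation above a per-plate cutoff, the mean activation of sample wells on that plate plus 3 SD, cut at about 8% in these data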
CaV13 FRET inh = Primary screen for inhibitors of IQ motif and Ca2+-dependent inactivation inhibitor domain binding in CACNA1D, Förster resonance energy transfer in living cells, … | HEK cells, CFP/YFP FRET ICDI-IQ, plate reader, 10 min; percent FRET-ratio fall versus neutral wells | inhibition, % at 12.3 µM | actives 0.098% (n = 340,000) | AID 743397;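 active = mean replicate inhibition of at least 30% and at least 1% of replicates passing that level; inconclusive = only one of the two criteria is met; inactive = neither criterion is met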;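 note: 0% = median of the neutral control wells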
ABCB6 inh MLPCN = inhibitors of human ABC transporter ABCB6; actives 0.19% (n = 360,000); K562-ABCB6 porphyrin accumulation, flow cytometry, 1 h; active compounds read low; Q9NP58; fluorescence ratio to DMSO, % at 10 µM;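 active = fluorescence ratio to DMSO below 75%, the collection mean minus 3 SD; inconclusive = too few cells collected in the well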;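 note: signal is porphyrin accumulated inside mitochondria; 100% equals median channel fluorescence of DMSO control wells; lower ratio means ABCB6 inhibition with less porphyrin fluorescence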
Target sequence (Q9NP58 whole entry, looked up): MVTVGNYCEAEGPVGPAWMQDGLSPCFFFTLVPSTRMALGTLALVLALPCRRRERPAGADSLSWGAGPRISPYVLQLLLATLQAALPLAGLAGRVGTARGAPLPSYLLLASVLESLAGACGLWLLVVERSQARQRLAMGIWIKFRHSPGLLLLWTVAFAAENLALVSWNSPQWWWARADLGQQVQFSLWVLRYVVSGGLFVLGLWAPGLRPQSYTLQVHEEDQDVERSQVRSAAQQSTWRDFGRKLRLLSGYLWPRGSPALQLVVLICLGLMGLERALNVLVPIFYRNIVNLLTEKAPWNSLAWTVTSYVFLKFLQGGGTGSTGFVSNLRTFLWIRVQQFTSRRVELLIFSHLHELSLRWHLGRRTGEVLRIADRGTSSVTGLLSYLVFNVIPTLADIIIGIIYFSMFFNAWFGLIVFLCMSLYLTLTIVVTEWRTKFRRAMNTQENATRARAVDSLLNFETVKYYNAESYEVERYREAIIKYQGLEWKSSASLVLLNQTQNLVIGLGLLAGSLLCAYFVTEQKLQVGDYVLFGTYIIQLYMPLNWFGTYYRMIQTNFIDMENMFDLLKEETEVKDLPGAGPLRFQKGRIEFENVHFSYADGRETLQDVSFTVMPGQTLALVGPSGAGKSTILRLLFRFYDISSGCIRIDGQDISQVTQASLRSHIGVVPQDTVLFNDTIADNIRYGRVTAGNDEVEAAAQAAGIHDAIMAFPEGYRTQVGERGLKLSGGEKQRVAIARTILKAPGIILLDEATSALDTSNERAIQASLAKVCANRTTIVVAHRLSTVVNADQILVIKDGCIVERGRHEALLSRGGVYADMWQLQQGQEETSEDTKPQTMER
Cardio protect = protects H9c2 cardiomyocytes from peroxide injury. H2O2 injury protection, ATPLite, 2 h. protection from H2O2 cell death, % at 20 µM. actives 0.63% (n = 360,000). AID 588492;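 active = compounds giving at least 50% protection of heart cells from peroxide-induced death in the single-dose screen, raw or plate-pattern-corrected value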;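 note: 0% = DMSO wells with peroxide and 100% = DMSO wells without peroxide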
Glyco luc inh = blocks N-linked glycosylation in D54 reporter cells; D54 ERlucT glycosylation luciferase reporter, 24 h; percent of 100 nM tunicamycin response; reporter increase, % at 12.5 µM; actives 0.23% (n = 360,000); AID 588692;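 active = mean luciferase reporter signal, scaled so untreated is 0 and the glycosylation-blocking control 100, at or above a set limit in every replicate; inconclusive = mean reaches the limit but not every replicate does; inactive = mean below the limit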;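 note: luciferase carries N-glycosylation sites so blocking glycosylation raises the light; 0% = median of neutral control wells and 100% = median of 100 nM tunicamycin wells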
m5-HT2A agonist = agonists of mouse serotonin 5-HT2A receptor (HTR2A) | P35363 | actives 0.66% (n = 360,000) | activation, % at 7.6 µM | CHO-K1 mHTR2A beta-arrestin complementation, luminescence; percent of 30 µM serotonin response;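 active = activation above a run cutoff, the mean activation of all tested compounds plus 3 SD, cut at about 14% in these data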;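 note: 0% = plate median of compound wells and 100% = 30 µM serotonin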
MC4R antag cAMP = human MC4R antagonism in cAMP assay | P32245 | MC4R-expressing cells, MTII-stimulated cAMP, LANCE TR-FRET | inhibition, % at 6.5 µM | actives 0.48% (n = 360,000);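 active = inhibition above its plate's cutoff, the mean of tested wells on that plate plus 3 SD, cut at about 29% in these data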;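 note: 0% = Melanotan II alone and 100% = Melanotan II plus saturating MCL0020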
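material = U2OS cells stably expressing human melanocortin 4 receptor (MC4R) | also added = Melanotan II challenge | dosing = single nominal compound dose of 6.5 µM | detection = TR-FRET with Eu-cAMP and labeled anti-cAMP, 671 nm | replication = singlicate | timing = compound 30 min, challenge 1 h, detection 1 h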
Active calls of the source: *; u = inconclusive; x = not tested or not shown. Outcome played no part in choosing rows. About 4.2% of those tested had a hit in this group.

SMILES	PDI turbidity	Exocytosis inh	ABHD5 PLIN5 PPI	MC4R ag barr	CaV13 FRET inh	ABCB6 inh MLPCN	Cardio protect	Glyco luc inh	m5-HT2A agonist	MC4R antag cAMP
CCOC(=O)/C(=N\Nc1cccc(C(F)(F)F)c1)N(CCOC)CCOC	2	0	-2	0.8	-3	98	-2	2	0	14
CCN(CC)C(=S)SCC(=O)c1ccc(F)cc1	6	0	0	-0.3	-5	96	-3	-5	-1	11
CN(O)/C=C1\C(=O)Nc2ccccc21	-2	2	-34	-1.5	-5	93	1	7	0	-7
COc1ccc(CCn2c(=N)c(C(=O)NCc3ccco3)cc3c(=O)n4ccccc4nc32)cc1OC	-4	-1	6	-1.1	-13	101	29	20	-3	10
O=C(Cn1[nH]c(=O)c2ccccc2c1=O)NNC(=O)c1ccccc1	3	-2	-9	3.7	-14	94	62*	1	5	-13
COc1cc2c(cc1OC)CN(Cc1cc(=O)oc3cc(C)c(Cl)cc13)CC2	-3	-4	-6	-1.8	-3	100	5	3	-4	-1
Cc1noc(C)c1/C=N/Nc1ccccn1	0	-2	-3	-0.9	-3	95	5	4	2	14
COc1ccccc1/C=C/C(=O)Nc1ccc2c(c1)OCCO2	-4	-4	4	-1.8	-4	97	-6	2	-4	2
CC(=O)C1(C)N(O)C(C)(C)C(c2ccco2)=[N+]1[O-] (centres undefined)	-22	-5	-1	-1.7	-5	100	-1	1	0	0
N#CC1=C2SC=C(c3ccc(Br)cc3)N2CCCC1=O	1	5	6	-3.5	4	97	-22	-2	-3	9
CCN(CC)c1ccc(C=Nc2ccc(OC)c(S(=O)(=O)N3CCOCC3)c2)c(O)c1	2	2	-3	0.1	-2	101	-1	-2	-9	0
COc1cccc(C(=O)Nc2ccc(C(F)(F)F)n(C)c2=O)c1	-1	8	-1	0.2	-6	107	-7	-1	4	12
COc1ccc(-c2sc(Nc3ccccc3)n[n+]2-c2ccccc2)cc1Br	8	6	-7	-2.0	-5	97	7	2	2	-5
CC(=O)N1CCN(S(=O)(=O)c2cccc(C(=O)NNC(=O)Cn3nc(C)cc3C)c2)CC1	7	-3	-4	0.4	-4	105	5	3	-4	3
Cc1cc(N=Nc2ccc(Cl)cc2)cc(CN2CCCC2)c1O	15	7	1	0.3	-2	95	-7	-3	-9	19
Oc1ccc(N2CCN(c3ncnc4sc5c(c34)CCC5)CC2)cc1	5	2	8	4.8	-5	98	-4	-9	-4	3
Cc1ccc(C(=O)Nc2cccc([N+](=O)[O-])c2)cc1S(=O)(=O)Nc1ccc(C(=O)O)cc1	-4	-1	6	0.5	-5	107	3	0	2	22
CC(C)N(C(=O)c1nn(C)c2c1CSc1ccccc1-2)C1CCCCC1	-3	-5	2	0.4	-3	95	-12	0	-7	1
CN(CCc1ccccc1)C1CCCN(S(=O)(=O)c2cccc(F)c2)C1 (centres undefined)	-15	-1	-11	-2.1	-2	103	0	0	-14	2
COc1cc(C(=O)OCC(=O)NCc2ccc(F)cc2)ccc1OCC(C)C	-14	2	0	8.3*	-5	102	-7	7	3	-8
CCOC(=O)N1CCC(NC(=O)Cn2nc(Cc3ccncc3)c3ccccc3c2=O)CC1	x	9	-1	-0.8	15	93	13	1	3	2
Cc1cccc(CNC(=O)CCn2ccc3cc(S(=O)(=O)N4CCCC4)ccc32)c1	4	0	-6	-4.0	-3	108	-4	-1	-7	6
CCCCN1C2CCCC1CC(NC(=O)c1cccc(OC)c1)C2 (centres undefined)	-8	3	3	-2.2	-2	104	2	2	-4	3
COc1ccc(-n2ncc3c(=O)n(CC(=O)OCc4ccccc4)cnc32)cc1	3	-4	6	-0.2	-8	98	-2	0	7	4
CCOC(=O)c1cccc(NC(=O)CNS(=O)(=O)c2cccs2)c1	6	4	-10	-0.9	x	99	16	0	7	1
Cc1cccc(NC(=O)CN(C)S(=O)(=O)c2cccc3cccnc23)c1C	-1	-5	-1	0.6	-2	92	2	0	1	9
COc1cc(C(=O)OC(C)C(=O)NC(=O)NC2CCCCC2)ccc1OC(F)F (centres undefined)	13	-2	8	1.9	-6	93	-10	2	-3	3
O=[N+]([O-])c1ccc(N2CCN(c3ccccc3)CC2)cc1	3	-1	8	-1.4	-4	97	4	0	0	11
CCCS(=O)(=O)NC(=O)C1(C)CCCN(C(=O)c2c(C)noc2C)C1 (centres undefined)	-3	0	-2	-1.3	-6	97	1	1	-1	20
COc1ccc(-n2c(SCC(=O)Nc3nccs3)nnc2-c2ccccc2)cc1	-6	0	-2	-0.4	-5	94	4	0	5	5
O=c1cc(-c2ccccc2)c2cc(Cl)c(O)c(CN3CCOCC3)c2o1	-3	1	1	-0.3	-6	96	-4	0	-2	0
COc1ccc(OC)c(NC(=O)CSc2ncccc2C(=O)O)c1	23	-4	-4	0.0	x	98	6	1	2	0
COc1ccc(C(=O)Nc2ccc(NS(=O)(=O)c3ccccc3)cc2)cc1OC	-5	-6	6	-1.3	-6	98	6	1	-5	3
Cc1ccc(S(=O)(=O)N2CCOCC2)cc1NC(=O)COC(=O)C1(C)CC1(Cl)Cl (centres undefined)	22	-1	5	-2.4	-6	97	6	-1	-3	7
O=C(c1cnc2n(c1=O)CCS2)N(C1CCCCC1)C1CCCCC1	x	1	-2	-0.4	-3	103	-10	0	1	15
COc1cc2c(cc1NC(=O)COc1ccccc1OC)oc1ccccc12	1	-4	2	7.3	-8	99	-3	2	-1	-6
Cc1ccnc(NC(=O)CN2C(=O)NC(C)(c3ccc4ccccc4c3)C2=O)c1 (centres undefined)	6	-1	5	-1.1	-15	99	7	16	-4	-1
CCC(=O)c1ccc(OCC(=O)c2ccc3c(c2)NC(=O)CO3)cc1	-1	-1	2	-2.0	-18	94	-2	1	1	1
CC(C)(C)c1ccc(C(=O)NCC(=O)OCC(=O)c2ccc3c(c2)-c2ccccc2C3)cc1	8	-6	0	-0.3	-16	91	-10	2	0	-2
Cc1no[n+]([O-])c1COc1cccc(/C=N/Nc2nncn2N)c1	6	10	-26	-1.5	-4	94	4	4	3	-7

The closing two entries of the section before are carried over, then new ones follow.
SMILES	PDI turbidity	Exocytosis inh	ABHD5 PLIN5 PPI	MC4R ag barr	CaV13 FRET inh	ABCB6 inh MLPCN	Cardio protect	Glyco luc inh	m5-HT2A agonist	MC4R antag cAMP
CC(C)(C)c1ccc(C(=O)NCC(=O)OCC(=O)c2ccc3c(c2)-c2ccccc2C3)cc1	8	-6	0	-0.3	-16	91	-10	2	0	-2
Cc1no[n+]([O-])c1COc1cccc(/C=N/Nc2nncn2N)c1	6	10	-26	-1.5	-4	94	4	4	3	-7
CCC(NC(=O)c1cc(COc2cncc(Cl)c2)on1)c1ccc(C)cc1 (centres undefined)	-8	-2	3	-3.3	-5	91	-5	-1	3	-2
COC(=O)c1c(C)[nH]c(C(=O)CN(C)CC(=O)Nc2cccc(F)c2)c1C	5	-2	-5	0.1	-8	97	14	0	-3	-1
CCCOc1ccc(CC(=O)NCc2ccco2)cc1OC	-6	2	15	-1.8	-5	102	3	1	2	3
Cc1ccc(C(=O)NCCCN2CCOCC2)cc1N1CCCC1=O	18	0	-2	-2.1	-4	92	11	2	-4	-6
O=[N+]([O-])c1ccc(N2CCOCC2)nc1	-2	-1	-2	-1.4	x	99	-2	1	-1	9
COc1ccccc1N=C(C)C1=C(O)CSC1=O	1	-1	-4	-2.0	-4	96	18	1	-4	1
COc1ccccc1-c1cccc(-c2nc(C(=O)Nc3nccs3)cc3c2[C@@H](CCO)N(C(=O)CC2CC2)C3)c1	x	-2	10	x	-5	96	x	x	3	x
CCN(CC(=O)Nc1ccc(OC)cc1)C(=O)c1ccc2c(=O)n3c(nc2c1)CCC3	-8	6	8	-0.9	-6	97	5	1	-4	4
Cc1csc(CCc2nc(C)cs2)n1	-3	0	4	-1.1	-5	99	4	-1	-5	2
CCCCn1c(N)c(N(CCOC)C(=O)COC(=O)c2ccccc2NCCO)c(=O)[nH]c1=O	6	-5	-1	-1.7	-16	100	-3	2	5	0
Cc1cc(Br)ccc1SCC(=O)Nc1cccnc1	-9	-2	-1	-3.1	1	100	-15	-2	3	-3
O=C(Nc1ccc2c(c1)OCCO2)C(c1cc2ccccc2o1)N1CCN(c2ccc(C(F)(F)F)cn2)CC1 (centres undefined)	x	-5	-5	x	-6	102	-3	-8	-2	x
COc1cccc(C2NC(CCSC)(C(=O)O)C3C(=O)N(C(C)C)C(=O)C23)c1O (centres undefined)	3	-4	0	-0.4	8	97	3	3	12	5
S=C(Nc1ccccc1Cl)N(Cc1cccnc1)Cc1ccco1	1	-3	5	0.3	-2	105	0	-1	-2	12
C=CCn1c(SCC(=O)NC2CCS(=O)(=O)C2)nnc1-c1ccc(Cl)cc1 (centres undefined)	-3	-1	11	-1.4	x	102	1	0	2	-2
CCO[C@@H]1OC(C(=O)N2CCCCCCC2)=C[C@H](c2ccc3c(c2)OCO3)[C@H]1CCCO	-2	51	6	-2.6	-4	102	-1	-1	-1	3
CCOC(=O)C1(CC)NC(c2ccc(OC)cc2OC)C2C(=O)N(C)C(=O)C21 (centres undefined)	0	8	0	2.1	-2	102	-6	2	-2	16
O=C1C(c2ccccc2)C2C=CC(C2)N1O (centres undefined)	0	-4	6	-0.7	-10	98	1	1	-2	-1
COc1ccccc1-c1csc(C(NC(C)=O)c2ccc(F)c(F)c2)n1 (centres undefined)	7	-2	3	-0.3	-5	97	-4	u	-2	1
CC(=O)c1ccc(NS(=O)(=O)c2cccc(C(=O)Nc3ccccc3C(=O)O)c2)cc1	2	-2	-7	0.8	-6	95	12	0	5	-2
Cc1ccc(S(=O)(=O)NNC(=O)C2CCCCC2)cc1	2	11	4	1.6	-3	99	6	-1	-11	4
CC(NS(=O)(=O)c1ccc(Br)cc1F)[C@H](O)c1ccccc1 (some centres undefined)	16	4	-2	0.1	-6	93	3	0	-3	3
O=C(Nc1nc2ccc([N+](=O)[O-])cc2s1)c1c(F)cccc1F	-5	2	3	0.6	-4	96	-17	-1	-3	5
COc1ccc(OCC(=O)NNC(=O)c2nn(C)c(=O)c3ccccc23)cc1	0	-2	-8	-3.3	-2	86	-1	1	6	3
CCOc1cc(CNC(CC)CO)ccc1OCC(=O)Nc1cccc(C(F)(F)F)c1 (centres undefined)	-1	-2	3	-3.5	-2	95	8	-2	-9	-1
O=C(CCl)N(c1ccc(Cl)cc1)c1c[nH]c2ccccc12	4	18	22	-0.9	-4	92	-15	-1	0	20
COc1ccc(-n2c(SC(CN3CCCCC3)CN3CCCC3=O)nc3ccccc3c2=O)cc1 (centres undefined)	-2	-2	0	-1.7	-5	92	6	0	-6	-1
Cc1cccc2sc(NC(=O)CN(C)S(=O)(=O)c3ccc(Br)s3)nc12	-20	0	-5	1.4	-8	90	-29	-1	2	-2
